GAA850 FXN act: frataxin GAA850 promoter activation; AID 540364; activation, % at 6 µM; HEK293 lucGAA850 FXN promoter luciferase reporter, 24 h; percent of 10 µM SAHA response; 360,000 tested, 0.56% active;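 active = activation above the average of all compounds screened plus 3 SD, cutoff fixed separately per campaign, cut at about 7.5% in these data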;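 also: 0% = DMSO wells and 100% = 10 µM SAHA wells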
DAX1 inh-1: NR0B1 (DAX1) inhibition. P51843. HEK293 Gal4-DAX1 luciferase reporter, luminescence. inhibition, % at 6.75 µM. 340,000 tested, 0.99% active. AID 504766;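 active = inhibition above the mean over all tested compounds plus 3 SD, cut at about 4.2% in these data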;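 also: 0% = DAX1-transfected cells with DMSO and 100% = empty-vector control cells with DMSO; inhibition shows as a rise in luminescence from relieved DAX1 repression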
Target sequence (P51843 207-470 limits assumed): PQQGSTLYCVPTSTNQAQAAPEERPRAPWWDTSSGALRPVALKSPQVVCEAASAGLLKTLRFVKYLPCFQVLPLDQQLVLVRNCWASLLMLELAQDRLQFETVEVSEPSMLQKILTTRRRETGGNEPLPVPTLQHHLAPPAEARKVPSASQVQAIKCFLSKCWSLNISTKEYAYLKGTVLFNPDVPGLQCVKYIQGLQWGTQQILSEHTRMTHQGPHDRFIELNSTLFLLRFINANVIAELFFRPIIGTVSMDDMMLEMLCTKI
sPLA2-III inh: Blocks human group III sPLA2 activity; 370,000 tested, 0.56% active; QFRET BODIPY PC-A2 liposome hydrolysis, fluorescence; inhibition, % at 12.2 µM; Q9NZ20; AID 743126;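 active = inhibition above mean plus 3 SD of compounds lying within the high and low control bounds, cut at about 19% in these data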;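 also: 0% = median of test compound wells and 100% = no enzyme DMSO wells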
Target sequence (Q9NZ20 whole entry, looked up): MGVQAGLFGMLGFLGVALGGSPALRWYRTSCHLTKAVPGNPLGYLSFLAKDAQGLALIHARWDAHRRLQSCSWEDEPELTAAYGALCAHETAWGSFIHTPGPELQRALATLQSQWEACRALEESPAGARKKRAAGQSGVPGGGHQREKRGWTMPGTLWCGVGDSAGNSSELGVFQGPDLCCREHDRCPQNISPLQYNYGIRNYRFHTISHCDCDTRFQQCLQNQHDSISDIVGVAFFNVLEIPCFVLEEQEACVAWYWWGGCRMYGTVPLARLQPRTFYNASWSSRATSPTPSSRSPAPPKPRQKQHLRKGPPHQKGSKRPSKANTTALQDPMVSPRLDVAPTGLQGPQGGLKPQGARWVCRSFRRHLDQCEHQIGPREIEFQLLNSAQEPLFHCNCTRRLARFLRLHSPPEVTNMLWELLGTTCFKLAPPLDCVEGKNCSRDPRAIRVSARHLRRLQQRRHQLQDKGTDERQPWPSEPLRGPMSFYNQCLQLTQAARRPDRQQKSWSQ
SMARCA2 activ: activators of SMARCA2 function; AID 652017; 370,000 tested, 1% active; activation, % at 9.1 µM; MG213 cells, MMTV-luciferase reporter, dexamethasone, overnight; in the data active = activation above about 7.8%;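 also: 0% = vehicle wells and 100% = reference activator wells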
hcDAF12 agonist: activators of H. contortus DAF-12 nuclear receptor; HEK293 hcDAF-12 lit1-tk-luc reporter, luminescence; 0% DMSO, 100% Δ7-dafachronic acid; activation, % at 6.8 µM; 370,000 tested, 1.4% active; AID 652067;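 active = activation above the mean of all tested compounds plus 3 SD, cut at about 5.5% in these data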;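 also: 100% = response to 3 µM Δ7-dafachronic acid high control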
DAX1 inh-2: blocks DAX1 repression of SF-1 activated StAR promoter; inhibition, % at 6.8 µM; AID 652010; HEK293T StAR-luciferase reporter, SF-1/DAX-1 repression relief; 370,000 tested, 1.1% active;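 active = inhibition above the mean over all tested compounds plus 3 SD, cut at about 3.6% in these data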;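 also: 0% = DAX-1 cells with DMSO and 100% = cells lacking DAX-1 with DMSO; higher inhibition means more luminescence from relief of DAX-1 repression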
Rev-erbA mod: modulators of human Rev-erb alpha DNA binding; 370,000 tested, 0.79% active; activity, % at 10 µM; Rev-erbα–FITC-DNA binding, fluorescence polarization, 90 min;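 active = activity above about 14%, limit read from the data; passing the limit was not always enough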;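 also: 0% = DMSO wells with 35 nM protein and 100% = DMSO wells with 750 nM protein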
hgDAF-12 ag: activates the H. glycines DAF-12 receptor ligand-binding domain. HEK293 GAL4-hgDAF12 UAS-luciferase reporter, agonist luminescence; normalized to butyrate control. AID 687014. 370,000 tested, 1.8% active. activation, % at 6.8 µM;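 active = activation above a cutoff set at the mean of all screened compounds plus 3 SD, cut at about 10% in these data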;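 also: 0% = DMSO wells and 100% = sodium butyrate wells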
ssDAF-12 act: activators of S. stercoralis DAF-12 nuclear receptor | HEK293 ssDAF-12/GRIP1 lit1-tk-luc reporter, luminescence; % of 3 µM dafachronic acid response | activation, % at 6.8 µM | 370,000 tested, 1% active | AID 652126;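 active = activation above the mean over all tested compounds plus 3 SD, cut at about 0.9% in these data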;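 also: 0% = DMSO-only wells and 100% = 3 µM delta7-dafachronic acid wells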
PLCb3 inh: PLC-beta3 (human) inhibition, primary screen; 370,000 tested, 0.18% active; AID 720704; inhibition, % at 12.2 µM; Purified PLC-beta3, fluorogenic substrate, fluorescence; Q01970; in the data active = inhibition above about 11%;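 also: 0% = median of compound wells on plate and 100% = full blocker control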
PG9 binder: PG9 antibody binding by small molecule; TR-FRET gp120-PG9 antibody binding; inhibition, % at 6.7 µM; 360,000 tested, 0.43% active; AID 624416; in the data active = inhibition above about 8.5%
Numbers without * were called inactive; i = inactive; · = no result given.

SMILES	GAA850 FXN act	DAX1 inh-1	sPLA2-III inh	SMARCA2 activ	hcDAF12 agonist	DAX1 inh-2	Rev-erbA mod	hgDAF-12 ag	ssDAF-12 act	PLCb3 inh	PG9 binder
CCCCNC(=O)c1sc(=S)n(-c2ccccc2OC)c1N	0.3	1.1	3	-3	-1.0	-0.7	1	-0.6	-0.8	5	2.4
Nc1ccc(OCC(O)C[n+]2ccc(CCS(=O)(=O)[O-])cc2)cc1 (configuration not stated)	2.4	0.3	2	1	-1.0	-0.7	1	0.0	-1.4	-3	0.7
CCCNC(=O)C(Cc1ccc(Br)cc1)NC(=O)c1ccc(C#N)cc1 (configuration not stated)	0.9	0.2	-5	1	-1.4	0.4	0	0.7	-1.3	2	-2.8
COc1ccc(C(=O)c2c(N)sc3c2CCN(C(=O)OC(C)(C)C)C3)cc1	-1.8	·	-17	-5	0.5	0.5	5	2.9	-1.6	-26	-2.2
CC(/C=N\NC(=O)Cn1c(C)nc2ccccc21)=C\c1ccccc1	-1.6	0.7	-11	-6	-4.3	-2.9	-9	-4.8	-1.9	0	2.4
CCCNC(=O)c1ccc2c(=O)c(O)c(-c3ccc(C)cc3)[nH]c2c1	2.6	0.0	0	-1	-2.9	0.2	3	0.9	-1.8	i	2.3
NC(=O)COc1ncn(-c2ccccc2)n1	2.9	1.4	2	-2	-0.2	-0.1	7	1.1	-1.2	0	0.1
C=CCCN(C(CC(C)C)C(=O)OC)S(=O)(=O)c1cc(Br)ccc1Br (configuration not stated)	-1.2	0.0	0	0	-1.5	-0.6	0	-0.2	-1.2	1	-0.2
CC(=O)Nc1ccc(S(=O)(=O)N2CCC(C(=O)NCc3ccco3)CC2)cc1	1.6	0.1	0	0	1.2	-1.0	0	0.1	-1.0	-6	-1.0
Cc1ccc(S(=O)(=O)N(C)C[C@H]2Oc3cc(Br)ccc3S(=O)(=O)N([C@H](C)CO)C[C@@H]2C)cc1	0.9	1.7	0	-1	-0.9	0.5	-5	0.2	-1.1	-1	-1.4
COCCn1c(SCC(=O)Nc2ccc(Cl)cn2)nc2ccccc21	-0.4	-0.1	10	-3	0.4	0.1	1	1.6	-0.8	2	-0.7
C#CCOCCOCCOCCNc1nc(N2CCOCC2)nc(N2CCN(C(=O)[C@H](C)n3cc(CCCN=C(N)N)nn3)CC2)n1	0.5	-0.2	2	1	-2.3	-0.5	1	0.1	-0.5	-1	0.2
OCCC1CN(Cc2nc3c(s2)CCCC3)CCN1Cc1ccccc1 (configuration not stated)	2.6	0.5	5	2	1.6	0.2	-5	-1.0	-1.2	-10	-0.4
CCN(CCO)Cc1csc2cccc(Br)c12	-0.2	0.5	1	2	-1.2	-0.3	3	0.3	-1.6	2	-0.2
COc1cc(/C=C/C(=O)OCC(=O)NCc2ccco2)ccc1OCC#N	1.0	0.7	0	0	-2.7	0.2	-5	3.6	-1.6	-35	-1.1
Cc1ccc(C2=NN(CC(=O)NCCC(C)C)C(=O)CC2)cc1	-1.6	0.2	5	2	-1.1	-0.4	3	-0.3	-0.5	6	-0.9
CC(C)(CC1(C)NC(=O)NC1=O)OCc1ccccc1 (configuration not stated)	-0.2	0.4	3	-3	-0.7	-1.3	8	-1.8	-0.6	3	-1.1
CCc1ccc(NC(=O)c2noc3c2CCc2ccccc2-3)cc1	-0.6	2.4	0	1	-0.9	-0.1	-2	2.4	-0.2	-1	-1.0
O=C(O)CCC(=O)N1CCc2cc(S(=O)(=O)N3CCC(Cc4ccccc4)CC3)ccc21	0.9	0.9	-11	-1	1.6	-0.3	5	-2.5	-1.1	-1	0.2
COc1ccc(/C=N/Nc2nc(-c3ccc(C)cc3)c(NC(C)=O)s2)cc1OC	1.5	1.4	6	5	-2.5	0.8	1	2.0	-1.2	-14	0.6
O=C(Nc1ccncc1)c1ccc2c(c1)C(=O)N(CC1CCCO1)C2=O (configuration not stated)	-0.8	-0.4	-1	-6	-2.4	0.1	4	0.4	-1.6	5	-2.5
Nc1nnnn1/N=C/c1ccco1	-1.6	-0.6	10	-1	-2.1	0.0	-1	-1.5	-1.4	0	0.2
Cc1cccc(NC2=Nc3ccccc3N3C2=Nc2c(c(C)nn2-c2ccccc2)C3c2ccc(O)c(O)c2)c1 (configuration not stated)	1.9	1.4	-35	-6	-0.8	0.1	6	1.1	-1.1	i	0.5
CCN(CC(=O)NC(C)(C)C)C(=O)CCl	-2.5	1.6	20*	2	-0.8	-0.9	-3	1.0	-1.4	-2	0.0
O=C(/C=C/c1ccccc1)Oc1cccc2cccnc12	1.0	0.4	10	-3	-0.1	0.2	4	1.9	-1.2	-8	-2.3
C=C(C)CNC(=S)Nc1ccc(S(=O)(=O)Nc2cnc3ccccc3n2)cc1	-0.1	-1.0	-25	-1	-1.0	0.2	3	-2.0	-1.0	-14	0.1
COC(=O)N/N=C1/C/C(=N\NC(=O)OC)c2ccccc21	0.4	0.9	2	2	3.8	-0.6	-2	-2.7	0.1	2	-5.5
CCCCSc1nc(C)cc(SCC(=O)N/N=C/c2cccc(OC)c2O)n1	-6.3	-2.7	-4	-4	-4.4	-2.4	11	-9.7	-2.1	-32	0.9
O=C(O)C1CCCCC1C(=O)Nc1nc(-c2ccc(Cl)s2)cs1 (configuration not stated)	2.1	3.1	-8	3	2.8	-0.3	2	-2.5	-0.6	-178	-2.2
O=C(Nc1ccccc1Cl)NC1(C(=O)NCc2ccncc2)CCCCC1	1.7	-0.3	2	-4	-0.3	-0.2	6	-1.5	-1.0	-7	3.0
COc1ccc(C(=O)COC(=O)CN2C(=O)NC3(CC(C)CC(C)(C)C3)C2=O)c(OC)c1 (configuration not stated)	1.7	-0.2	-5	-2	-2.1	-0.3	3	-0.6	-1.7	-10	2.3
Cc1ccc(S(=O)(=O)NC(Cc2ccccc2)C(=O)O)cc1C (configuration not stated)	1.2	-1.0	2	0	2.1	0.2	-2	0.1	-0.5	-5	-1.7
Cc1cccc(N(C(=O)c2csnn2)C(C(=O)NCc2ccccc2)c2ccc(C)o2)c1 (configuration not stated)	-1.2	0.0	-8	-3	-2.2	-0.3	2	-3.4	-1.1	-6	0.0
COc1ccccc1Nc1ccc(NC(=O)c2cccc([N+](=O)[O-])c2C)cc1	1.6	-1.4	18	-2	-3.2	-1.4	8	0.0	-1.9	-6	-4.0
CCc1c(C)c2cc(Cl)c(O)c(CN(CC)CC)c2oc1=O	2.4	0.1	4	-1	-0.5	0.5	-9	-1.0	-0.1	i	1.2
COC(=O)[C@@]1(Cc2ccccc2)[C@H]2C(=O)N(C)C(=O)[C@H]2[C@H]2CN=C(SC)N21	-0.5	-0.4	0	0	2.0	2.1	-5	0.4	-0.8	2	-0.5
O=C(Nc1cccc([N+](=O)[O-])c1)c1ccc2ccccc2c1O	5.7	1.2	0	0	-1.7	-0.1	-1	5.2	-0.8	-1	-3.6
COc1cc(OC)cc(-c2c(C#Cc3ccsc3)c3cc(-c4cc(F)cc(F)c4)ccc3n2C)c1	1.0	0.4	-1	0	0.6	0.2	1	-0.9	-1.3	-17	-2.1
O=C1CSC(c2ccco2)N1 (configuration not stated)	-1.7	-0.6	-1	1	0.3	-0.8	2	-0.6	-1.0	6	-1.0
CC1(C)Nc2ccccc2C(=O)N1NS(=O)(=O)c1ccccc1	-0.2	0.9	1	4	-1.7	-0.4	3	0.6	-0.7	-317	-1.3
O=C(NC1CC1)c1ccc(S(=O)(=O)NCC2CCCCC2)cc1	-1.1	0.1	4	-1	-0.1	0.0	-4	0.5	-1.1	1	-0.3
CSc1ccc(CN2CCC(C(=O)NCc3ccc(C)cc3)CC2)cc1	0.8	-0.8	-11	-1	-1.2	-0.8	1	-2.2	-1.0	2	-0.6
NC(=O)C1CCN(C(=O)c2cn(-c3ccccc3)nc2-c2cccnc2)CC1	2.3	-1.3	7	2	-0.3	-0.7	-3	1.0	-1.2	-2	-1.6

Screening results from PubChem BioAssay.
